Screening results deposited in PubChem BioAssay by several laboratories.
NPY-Y2 PAM-ag – potentiates or activates human NPY-Y2 receptor | 220,000 compounds, 0.45% hits | activation, % at 3.6 µM | P49146 | cells expressing NPY-Y2, potentiator/agonist read-out; in the data active = activation above about 27%;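 note: cells stimulated with NPY near EC25 plus isoproterenol at EC100; 0% = vehicle plus submaximal agonist and 100% = vehicle plus saturating agonist; some results beyond the cut were filed as inactive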
PERK inh – human PERK inhibition, primary cell-based screen. Q9NZJ5. CHO PERK-DD fusion, SEAP luminescence translation reporter. AID 1416. inhibition, % at 5.6 µM. 220,000 compounds, 0.17% hits;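 active = inhibition above the mean inhibition of all tested compounds plus 3 SD, set separately per screening campaign, cut at about 2.9% in these data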;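 note: PERK kinase domain activated by AP20187 dimerizer at 100 nM; 0% = DMSO with dimerizer and 100% = rapamycin at 8.4 µM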
Mdm2 ligase inh – Mdm2 E3 ligase (human) inhibition; AID 1230; signal enhancement, % at 5 µM; 210,000 compounds, 0.11% hits; cell-based MDM2 ubiquitination luciferase reporter, 2 h; 0 = plate control, 100 = twice control, blank-subtracted; Q00987;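 active = signal enhancement of 30% or more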;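 note: luminescence tracks abundance of the self-degrading MDM2-luciferase fusion protein; higher signal means inhibition of MDM2 E3 ligase activity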
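Assay system: stable mammalian line carrying autodegrading MDM2–luciferase fusion reporter; amount: 2000 cells seeded into each well; buffer or medium: DMEM; benchmarks: plate control and blank wells; signal: luciferase luminescence; timing: 2 h compound exposure at 37 °C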
Ba/F3 V617F tox – lowers viability of Ba/F3 cells expressing EpoR and JAK2V617F; ATP luminescence; inhibition, % at 5.6 µM; 220,000 compounds, 1.1% hits; AID 1446;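 active = inhibition above the campaign mean plus 3 SD over all tested compounds, cut at about 24% in these data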;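 note: cytokine-independent growth of Ba/F3 cells driven by EpoR plus mutant JAK2; 0% = DMSO-treated cells and 100% = JAK inhibitor I control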
S1P4 antag – blocks the human S1P4 receptor; inhibition, % at 4.98 µM; O95977; 220,000 compounds, 0.26% hits; AID 1510; S1P4-expressing cells, antagonist mode, reporter read-out; in the data active = inhibition above about 29%;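 note: 0% = wells stimulated with agonist and 100% = vehicle wells without agonist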
eIF4E-4G inh – blocks eIF4E binding to eIF4G; AID 782; P63073+Q04637; inhibition, % at 21.7 µM; 220,000 compounds, 0.37% hits; TR-FRET eIF4E-eIF4GI(517-606) binding, 2 h;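 active = inhibition above about 30%, limit read from the data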;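 note: 0% = full FRET control wells and 100% = background wells lacking eIF4GI fragment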
Target sequence (P63073 whole entry, looked up, the tested form may be a part): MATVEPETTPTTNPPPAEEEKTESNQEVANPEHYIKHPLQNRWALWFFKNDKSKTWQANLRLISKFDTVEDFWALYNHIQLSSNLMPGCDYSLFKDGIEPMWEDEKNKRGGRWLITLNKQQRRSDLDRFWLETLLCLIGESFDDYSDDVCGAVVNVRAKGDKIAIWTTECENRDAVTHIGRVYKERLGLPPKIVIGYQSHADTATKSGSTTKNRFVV
Target sequence (Q04637 whole entry, looked up, the tested form may be a part): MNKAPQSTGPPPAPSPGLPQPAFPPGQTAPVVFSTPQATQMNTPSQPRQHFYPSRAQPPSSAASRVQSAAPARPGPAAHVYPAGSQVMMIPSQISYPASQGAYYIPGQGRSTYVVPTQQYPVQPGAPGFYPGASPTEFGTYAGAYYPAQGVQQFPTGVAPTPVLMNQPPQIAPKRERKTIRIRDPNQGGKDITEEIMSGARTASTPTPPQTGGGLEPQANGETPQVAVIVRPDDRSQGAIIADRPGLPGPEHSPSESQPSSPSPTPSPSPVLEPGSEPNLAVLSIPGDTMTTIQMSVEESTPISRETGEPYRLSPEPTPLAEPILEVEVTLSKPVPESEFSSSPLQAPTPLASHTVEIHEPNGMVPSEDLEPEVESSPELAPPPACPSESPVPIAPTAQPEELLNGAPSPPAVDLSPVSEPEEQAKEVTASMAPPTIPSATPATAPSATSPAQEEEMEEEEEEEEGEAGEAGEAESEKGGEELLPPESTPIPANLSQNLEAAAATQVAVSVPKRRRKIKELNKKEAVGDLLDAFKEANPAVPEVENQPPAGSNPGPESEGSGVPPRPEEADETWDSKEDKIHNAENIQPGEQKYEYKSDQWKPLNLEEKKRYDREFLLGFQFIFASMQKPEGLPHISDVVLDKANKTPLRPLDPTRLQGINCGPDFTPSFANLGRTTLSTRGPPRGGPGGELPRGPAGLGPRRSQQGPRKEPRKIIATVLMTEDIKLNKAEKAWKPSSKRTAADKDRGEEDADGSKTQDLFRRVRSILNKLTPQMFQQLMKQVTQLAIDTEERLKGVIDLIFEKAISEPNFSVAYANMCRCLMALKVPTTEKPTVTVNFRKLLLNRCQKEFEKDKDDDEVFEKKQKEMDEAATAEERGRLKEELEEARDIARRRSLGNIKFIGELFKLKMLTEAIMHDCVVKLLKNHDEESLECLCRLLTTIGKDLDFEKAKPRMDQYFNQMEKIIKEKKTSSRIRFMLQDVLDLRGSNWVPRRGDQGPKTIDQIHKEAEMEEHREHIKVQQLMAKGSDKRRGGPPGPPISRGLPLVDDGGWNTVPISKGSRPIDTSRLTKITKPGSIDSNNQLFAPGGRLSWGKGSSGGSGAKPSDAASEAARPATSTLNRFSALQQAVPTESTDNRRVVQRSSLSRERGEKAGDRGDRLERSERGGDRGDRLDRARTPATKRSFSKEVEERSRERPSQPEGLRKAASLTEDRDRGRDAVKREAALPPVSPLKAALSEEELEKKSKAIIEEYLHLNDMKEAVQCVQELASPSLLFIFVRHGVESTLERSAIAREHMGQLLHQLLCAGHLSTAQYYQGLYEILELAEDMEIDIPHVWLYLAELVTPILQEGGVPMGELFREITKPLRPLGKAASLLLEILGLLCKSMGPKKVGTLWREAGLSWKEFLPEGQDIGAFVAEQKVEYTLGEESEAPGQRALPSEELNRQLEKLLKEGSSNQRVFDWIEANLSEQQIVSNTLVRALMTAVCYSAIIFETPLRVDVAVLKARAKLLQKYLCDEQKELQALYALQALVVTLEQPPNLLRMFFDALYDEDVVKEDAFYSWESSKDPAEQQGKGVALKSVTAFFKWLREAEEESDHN
Wee1 stabilizer – human Wee1 degradation inhibition, primary screen; P30291; HeLa Luc-Wee1K328M stability, luciferase luminescence; 100% = proteasome inhibitor MG132 effect; reporter increase, % at 5 µM; 220,000 compounds, 1.2% hits; AID 1321;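 active = activation above the mean of all tested compounds plus 3 SD, set per screening run, cut at about 8.8% in these data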;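 note: cells exposed to compound for 20 h before luminescence read; 0% = DMSO alone and 100% = MG132 at 30 µM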
BaF3 parental – reduces parental Ba/F3 cell viability, JAK2V617F counter-screen; 220,000 compounds, 1.1% hits; inhibition, % at 5.6 µM; CellTiter-Glo ATP luminescence; AID 1486;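 active = inhibition above a per-campaign cutoff, the mean inhibition of all tested compounds plus 3 SD, cut at about 27% in these data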;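 note: 0% = DMSO wells and 100% = JAK Inhibitor I control wells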
S1P4 agonist – human S1P4 receptor agonism; O95977; S1P4-expressing cell line, agonist reporter assay; activation, % at 4.98 µM; 220,000 compounds, 0.35% hits; AID 1509; in the data active = activation above about 11%;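 note: 0% = DMSO vehicle and 100% = reference agonist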
The depositor's hits bear a star; . = no result given; [ ] = another dose, or the depositor's remark.

SMILES	NPY-Y2 PAM-ag	PERK inh	Mdm2 ligase inh	Ba/F3 V617F tox	S1P4 antag	eIF4E-4G inh	Wee1 stabilizer	BaF3 parental	S1P4 agonist
Cc1ccnc(NS(=O)(=O)c2ccc(NC(=O)C3C4C=CC(C4)C3C(=O)O)cc2)n1 (centres undefined)	-8	2.3	-9	-6	2	4	1	3	-1.6
Cc1[nH]c(=O)[nH]c(=O)c1S(=O)(=O)N1CCCC(C(=O)NCCc2ccc(Cl)cc2)C1 (centres undefined)	2	1.8	-25	1	-10	2	0	3	-1.2
O=C(CSc1nnc(CNc2ccc(F)cc2)n1Cc1ccccc1)NCc1ccco1	3	0.9	-12	2	4	-11	0	4	-0.2
CCCCCCn1c(N(CC)CC)nc2c1c(=O)[nH]c(=O)n2C	-6	-0.8	-4	5	-25	1	0	8	1.6
O=C(Cn1cncn1)c1ccccc1	3	1.6	-7	1	-7	-6	1	-2	1.4
Cc1ccc2c(c1)OC(=O)CC2c1ccccc1 (centres undefined)	-9	-0.4	-9	-1	-10	0	1	1	1.9
Nc1ccc2c(c1)sc1ccccc12	-7	-1.3	-10	3	-4	4[fluorescence artefact?]	3	5	-0.2
CCCCC[C@H](O)/C=C/[C@@H]1[C@@H](C/C=C\CCCC(=O)OC)[C@@H](O)C[C@H]1O	-23	1.4	.	1	-28	88*	-1	6	-0.3
CC(C)Cc1nnc(NC(=O)Cc2ccccc2[N+](=O)[O-])s1	-9	0.3	-6	-1	-6	-3[fluorescence artefact?]	3	2	-0.1
CCSCCOC(=O)C1=C(C)NC(=O)NC1c1cccc(OC)c1OC (centres undefined)	-1	0.0	-15	-4	0	6	0	-1	0.3
Cc1cccc(NS(=O)(=O)c2cccc3cccnc23)n1	4	1.2	-11	2	-28	-7	4	12	-0.9
Cc1cccc(C)c1NC(=S)N(CCN(C)C)Cc1cccs1	22	0.2	-2	-2	4	-1	7	1	0.8
O=C(Nc1ccc2c(c1)OCO2)Oc1ccccc1	-9	1.8	3	0	-6	3	3	2	-0.6
N#Cc1nc(COc2ccc(Br)cc2)oc1NCCCn1ccnc1	-21	0.0	-5	0	-7	-2	4	4	-0.4
O=C(CCc1nnc(Cc2ccc3c(c2)OCO3)o1)NC(c1ccccn1)C(F)(F)F (centres undefined)	3	0.5	-3	-4	-5	-1	0	-2	0.0
C=CCn1c(SCC(=O)/C(C#N)=C(\C)N)nnc1C1CCCCC1	-2	-0.3	-90	4	-8	-9	-2	5	0.2
COC(=O)C1C2CCC(C2)C1C(=O)OCC(=O)c1ccc(C)cc1 (centres undefined)	-8	0.1	-5	2	5	0	4	7	1.1
CCCCCCc1nc2ccccc2c(=O)n1NC(=O)c1c(O)c2cccc3c2n(c1=O)CCC3	-8	0.7	0	-3	4	-14	0	3	-3.4
CCc1ccc(NC(=O)CC2NCCNC2=O)cc1 (centres undefined)	-2	0.8	-16	-3	-3	-1	-2	3	3.1
Cc1cccc(NC(=O)CCn2ccnc2C)c1	5	-0.5	-3	-2	9	0	0	1	0.4
Cn1c2ccccc2c2cc(/C=C(\NC(=O)c3ccccc3)C(=O)O)ccc21	-7	0.6	.	0	-5	4	0	-11	1.1
CCOC(=O)CNS(=O)(=O)c1ccc(S(=O)(=O)N2CCCC2)cc1	-4	1.2	3	-3	-9	5[fluorescence artefact?]	1	3	0.5
CCCCCCNC(=O)Nc1ccccc1	-11	0.5	-9	0	3	8	3	5	-0.4
O=C(c1cc([N+](=O)[O-])ccc1N1CCCCC1)N1CCc2ccccc21	5	-0.2	-17	3	-9	-2	7	7	5.1

Some of these compounds in order of molar mass, largest number first:
SMILES	NPY-Y2 PAM-ag	PERK inh	Mdm2 ligase inh	Ba/F3 V617F tox	S1P4 antag	eIF4E-4G inh	Wee1 stabilizer	BaF3 parental	S1P4 agonist
Cn1c2ccccc2c2cc(/C=C(\NC(=O)c3ccccc3)C(=O)O)ccc21	-7	0.6	.	0	-5	4	0	-11	1.1
O=C(c1cc([N+](=O)[O-])ccc1N1CCCCC1)N1CCc2ccccc21	5	-0.2	-17	3	-9	-2	7	7	5.1
COC(=O)C1C2CCC(C2)C1C(=O)OCC(=O)c1ccc(C)cc1 (centres undefined)	-8	0.1	-5	2	5	0	4	7	1.1
CCCCCCNC(=O)Nc1ccccc1	-11	0.5	-9	0	3	8	3	5	-0.4

The list continues.
SMILES	NPY-Y2 PAM-ag	PERK inh	Mdm2 ligase inh	Ba/F3 V617F tox	S1P4 antag	eIF4E-4G inh	Wee1 stabilizer	BaF3 parental	S1P4 agonist
N#CC1=C(Nc2ccccc2)SC=C(c2ccc(F)cc2)N=C1N1CCOCC1	-3	-0.3	-14	3	-11	5	0	4	-0.8
Cc1cccc(C)c1-n1c(C)cc(/C=C2\NC(=O)NC2=O)c1C	5	0.6	0	1	3	-2	0	5	-0.5
CCN(C(=O)COC(=O)c1c(C)nn(-c2ccccc2)c1C)C1CCS(=O)(=O)C1 (centres undefined)	-8	0.1	2	0	9	3	-4	5	-0.3
CC(NC(=O)Cn1cnnn1)C12CC3CC(CC(C3)C1)C2 (centres undefined)	18	1.8	-7	-3	-1	-3	2	4	0.2
N#Cc1cnc(Sc2ccccc2)nc1	-15	-0.5	-14	-3	4	4	0	0	2.3
Cc1nnc(Nc2ccc(Cl)c(C(F)(F)F)c2)[nH]c1=O	-3	0.6	0	2	6	2	-3	10	2.7
O=c1ccccn1Cc1c(Cl)cccc1Cl	-1	0.7	3	-3	-12	-3	-1	8	-1.4
CCCC1=NN2C(=N)/C(=C\c3cc(C)n(Cc4ccccc4)c3C)C(=O)N=C2S1	-1	0.6	-12	-4	-8	0	-2	-3	-0.6
CC1(C)CC(=O)c2c(nn(-c3ccccc3)c2N)C1	12	0.4	-14	-4	-22	-3	2	4	0.5
Cc1cccc(NC(=O)Nc2ccc3c(c2)N(C)C(=O)CS3)n1	-5	-0.8	-18	-4	-13	-4	3	-1	1.7
CS(=O)(=O)N1CCN(C(=O)c2cc(-c3cccnc3)nc3ccc(Cl)cc23)CC1	2	1.4	-5	0	4	1	-1	8	-0.2
O=S(=O)(c1ccc(Br)s1)N1CCC(Cc2ccccc2)CC1	-17	1.2	-5	-4	10	6	-1	0	0.8
CC(C)OC(=O)CCC(=O)Nc1ccc(F)cc1	-11	0.4	-4	6	-1	1	3	8	-1.9
CC(C)[C@H](NC(=O)c1ccccc1)C(=O)OCc1nnc(-c2ccccc2)o1	0	0.0	-7	-4	-10	-1	1	0	0.1
Cc1[nH]c2ccccc2c1/C=N/NC(=S)NCc1ccccc1	4	0.7	-9	-1	0	1	-2	4	1.2
CCCc1cc(C(=O)Nc2ccccc2SC)no1	2	0.6	-23	3	-2	2	4	10	-0.5
CCCC[N+](CC#CCO)(CC#Cc1ccccc1)CCCC	-33	0.9	-12	14	4	-1	4	23	1.2
COc1cc(C(c2nnnn2C(C)(C)C)N2CCN(C)CC2)cc(OC)c1OC (centres undefined)	3	-0.6	-23	-5	-2	3	0	-1	-2.0
O=C(NCC1COc2ccccc2O1)C1CCCN(S(=O)(=O)c2cccc3nsnc23)C1 (centres undefined)	-2	-0.4	-14	5	-2	2	-1	7	0.1
COc1cccc(N/C=C/c2onc(C)c2[N+](=O)[O-])c1	-5	1.5	-12	2	-8	-2	-1	1	2.9
COc1ccc(C(=O)Oc2cc(/C=N/NS(=O)(=O)c3ccc(C)cc3)ccc2OC)cc1	-5	-0.3	-12	6	-2	-9	-2	12	-3.7
COc1ccc(OC)c(/C=C2\S/C(=N/NC(=O)c3ccc4ccccc4c3)NC2=O)c1	-8	0.8	-13	-2	-4	4	1	2	0.8
N=C1C(c2nc3ccccc3s2)=C(O)CN1NC(=O)c1ccccc1[N+](=O)[O-]	11	0.8	-4	0	-13	6	-2	4	0.6
O=C1C2C3C=CC(C3)C2C(=O)N1/N=C/c1ccc(-c2ccccc2[N+](=O)[O-])o1 (centres undefined)	-5	0.7	-28	0	-4	0	-2	7	-0.5
CC1(C)CC(=O)c2cnc(N)nc2C1	6	0.2	15	1	-13	3	-3	1	1.0
Cc1nn(CC(=O)NNC(=O)c2ccccc2F)c([N+](=O)[O-])c1Br	13	0.9	-9	3	0	-4	8	-1	0.0
CCOc1ccc(NC(=O)CSc2nnc(CNC(=O)c3ccco3)o2)cc1	-4	0.7	-9	-3	-9	-1	0	5	1.4
COc1ccc(C(=O)NCc2cn3ccsc3n2)cc1OC	-8	0.6	-7	1	-4	9	-1	10	-0.7
C=CCn1c(CCC(=O)O)ccc1-c1ccccc1	8	0.9	-17	-1	7	10	-1	5	-0.7
Cc1cc(NC(=O)CCC(=O)N(C2CC2)C2(C(=O)NC3CCCC3)CCC(C)CC2)no1 (centres undefined)	-15	-0.8	-21	-2	-2	-11	-2	-1	1.4
COc1ccc(-c2nc(-n3c(C)c(C(C)=O)c(C(C)=O)c3C)sc2C)cc1OC	-19	-2.1	-23	1	1	-18[fluorescence artefact?]	0	6	2.1
CN(C)/C=C1\NC(=S)N(c2ccccc2)C1=O	6	0.6	-7	-1	6	2	0	0	1.2
CC(C)N1CCN(Cc2coc3ccccc3c2=O)CC1CCO (centres undefined)	-3	-0.3	-9	-4	-16	-3	2	2	0.6
CCCCc1c(C)nc2c(OC)cccc2c1SCCC(=O)O	-1	1.4	7	-1	-5	-3	-3	2	2.5
Cc1ccc(N(CC(=O)Nc2ccccc2C(=O)N2CCOCC2)S(C)(=O)=O)cc1	9	0.8	1	-3	-12	5	2	0	-0.6
COc1cc(-c2nnc(SCC3(c4ccccc4)OCCO3)o2)cc(OC)c1OC	-17	-0.7	-1	2	-6	-9	0	3	0.3
O=C(CCSc1ccccc1)NCC1CCCO1 (centres undefined)	-6	2.6	-13	0	-11	0	-2	0	-0.7
COc1cc(CNCCNCC(C)O)ccc1OCc1ccc(Cl)nc1 (centres undefined)	-9	-0.1	-12	6	-25	-34	2	8	1.6
CCCOC(=O)C1=C(C)NC2=C(C(=O)CCC2)C1c1ccc(N(C)C)cc1 (centres undefined)	9	-0.4	-11	4	8	-8	4	4	-1.1
COC(=O)CNS(=O)(=O)c1ccc(Cc2ccc(S(=O)(=O)NCC(=O)OC)cc2)cc1	1	1.6	21	-3	9	-4	-1	0	-1.2
COc1cc(C(F)(F)F)c(C(=O)N(C)Cc2cc(Cl)cc(Cl)c2)cn1	2	-0.2	4	-4	-2	1	-1	0	-0.9
CC(C)(C)OC(=O)NCCc1nnc(SCC(=O)c2ccc(Cl)cc2)o1	20	-1.7	-7	5	-13	8	-3	4	-2.2
N#Cc1cccc(C(c2nnnn2C2CCCC2)N2CCCCCC2)c1 (centres undefined)	-1	-0.9	-31	6	-3	6	2	5	-0.6
Cc1ccc(SCC(=O)N2CCC(C(N)=O)CC2)cc1	3	1.3	-21	0	5	-4	-1	6	1.5
COc1cccc(-c2csc(N3CCN(C(=S)Nc4ccccc4OC)CC3)n2)c1	-5	-1.2	-13	0	-8	-30[fluorescence artefact?]	-2	3	0.4
Cc1nc(NCC2CCCO2)c2oc3ccccc3c2n1 (centres undefined)	-1	-2.1	-17	-2	-14	-1	0	1	2.4
CCOC(=O)c1ccc(NC(=O)N2CCc3ccccc32)cc1	4	-1.1	-13	2	-6	-16	2	4	0.7
COc1cc(NC(=O)CN2CCN(c3ccccc3)CC2)c(C)cc1[N+](=O)[O-]	1	0.9	-1	3	-11	-7	7	8	-0.5
